From PubChem
LYP phosphatase – inhibitors of LYP phosphatase, biochemical, fluorescence intensity, uHTS (AID 1779); inhibition, % at 11.5 µM, or IC50 in µM where a hit was titrated; 0.054% of 290,000 active; recombinant LYP phosphatase, fluorescence intensity; higher % means a stronger effect; Tyrosine-protein phosphatase non-receptor type 22 (Homo sapiens); in the data active = inhibition above about 50%;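 note: plate controls were vehicle with enzyme for no effect and no enzyme for full effect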
XIAP displacement – XIAP antagonists, biochemical, IAP family, fluorescence polarization (AID 1018); E3 ubiquitin-protein ligase XIAP (Homo sapiens); XIAP BIR domain, fluorescence polarization peptide displacement; higher % means a stronger effect; displacement, % at 20 µM, or IC50 in µM where a hit was titrated; 0.007% of 200,000 active; in the data active = displacement above about 50%; note: a part of the inactive calls stands beside numbers as strong as those of hits
Rac1 GTP hydrolysis – MgcRacGAP GTPase-activating activity inhibitors, confirmation, biochemical, ADP Hunter fluorescence. Rac GTPase-activating protein 1 (Homo sapiens). inhibition, % at 30 µM, or IC50 in µM where a hit was titrated. 0.6% of 340,000 active. MgcRacGAP-stimulated Rac1 GTP hydrolysis, ADP Hunter fluorescence; higher % means a stronger effect; GST-tagged Rac1 F28L mutant substrate;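 active = first-screen hits whose inhibition reached a set limit at any dose in the follow-up dose series; inconclusive = inhibition above the set first-screen limit but never retested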;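 note: fluorescence reports GDP produced by GAP-driven GTP hydrolysis; strong numbers were not always called active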
NS5 inhibitors – Dengue-2 NS5 methyltransferase inhibitors, primary screen, biochemical, confirmation dose response (AID 588689) | 0.3% of 340,000 active | inhibition, % at 25 µM; hits with a dose series show IC50 in µM | Dengue-2 NS5 methyltransferase capping enzyme assay, biochemical; higher % means a stronger effect; in the data active = a potency from the dose series; inconclusive = inhibition above about 29% without an active follow-up result
AID2073 – inhibitors of Mint1-CaV2.2 protein interaction, biochemical, HTRF (AID 2073) | HTRF protein-protein interaction, Mint1-CaV2.2; higher % means a stronger effect | inhibition, % at 20 µM, or IC50 in µM where a hit was titrated | Voltage-dependent N-type calcium channel subunit alpha-1B (Homo sapiens) | 0.19% of 290,000 active; in the data active = inhibition mostly above about 51%, no sharp cut-off; inconclusive = no clear call, values can overlap the other calls; inactive = mostly below about 53%; note: some results filed as inactive read as strong as hits
SV40 large T antigen – SV40 large T antigen inhibitors, biochemical (AID 1903). SV40 large T antigen ATPase/helicase inhibition assay; higher % means a stronger effect. one-dose inhibition, % at 20 µM; IC50 in µM for titrated hits. 0.39% of 310,000 active; in the data active = a potency from the dose series; inconclusive = inhibition mostly from about 32% at the one dose, without a potency; inactive = the rest, 99 in 100 with inhibition below about 32%; note: strong numbers were not always called active
HIV peptide binding – inhibitors of HIV fusion peptide binding, primary screen, biochemical, uHTS, fluorescence dequenching (AID 1986). cell-free peptide binding, fluorescence dequenching, 30 min; higher % means a stronger effect. inhibition, % at 20 µM, or IC50 in µM where a hit was titrated. 0.3% of 290,000 active; in the data active = inhibition mostly above about 52%, no sharp cut-off; inactive = mostly below about 76%; note: some results filed as inactive read as strong as hits
Siah-1 displacement – Siah-1 peptide-binding antagonists, primary screen, biochemical, fluorescence polarization, rhodamine-plectin, uHTS (AID 1817); Siah-1 / rhodamine-plectin peptide fluorescence polarization; higher % means a stronger effect; E3 ubiquitin-protein ligase SIAH1 (Homo sapiens); 0.02% of 290,000 active; displacement, % at 20 µM, or IC50 in µM where a hit was titrated;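 active = displacement of at least 50% at 20 µM, with a fluorescence ratio check between 0.3 and a set limit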;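 note: plate controls were Siah plus tracer with DMSO for no effect and tracer alone without Siah for full effect; strong numbers were not always called active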
RSV antiviral HEp-2 – RSV antiviral activity via CPE protection, HEp-2 cells, primary 10 µM value included (AID 2391); HEp-2 cells, RSV-induced CPE inhibition; higher % means a stronger effect; 0.13% of 310,000 active; CPE inhibition, % at 10 µM, or IC50 in µM where a hit was titrated; in the data active = a potency from the dose series; inconclusive = CPE inhibition mostly from about 23% at the one dose, without a potency; inactive = the rest, 99 in 100 with CPE inhibition below about 21%; note: strong numbers were not always called active
NS5 inhibitors pilot replicate – recorded beside NS5 inhibitors, whose call it bears; inhibition, %; measured here: pilot screen replicate inhibition
Active calls of the source: *; u = inconclusive; x = not tested or not shown.

Start of the data: the first two records, ahead of the listing:
SMILES	LYP phosphatase	XIAP displacement	Rac1 GTP hydrolysis	NS5 inhibitors	AID2073	SV40 large T antigen	HIV peptide binding	Siah-1 displacement	RSV antiviral HEp-2	others
Fc1cc(F)c(C2SCCN2C(=S)Nc2cccc(C(F)(F)F)c2)c(F)c1 (configuration not stated)	-2%	x	-1%	2%	-32%	6%	-2.6%	-4%	7.2%
COc1ccc(OCCC(=O)N2CCN(C)CC2)cc1	-20%	x	11%	-3%	-8%	3%	0.6%	1%	-1.1%	NS5 inhibitors pilot replicate=1.2

Results, previewed entries included:
SMILES	LYP phosphatase	XIAP displacement	Rac1 GTP hydrolysis	NS5 inhibitors	AID2073	SV40 large T antigen	HIV peptide binding	Siah-1 displacement	RSV antiviral HEp-2	others
Fc1cc(F)c(C2SCCN2C(=S)Nc2cccc(C(F)(F)F)c2)c(F)c1 (configuration not stated)	-2%	x	-1%	2%	-32%	6%	-2.6%	-4%	7.2%
COc1ccc(OCCC(=O)N2CCN(C)CC2)cc1	-20%	x	11%	-3%	-8%	3%	0.6%	1%	-1.1%	NS5 inhibitors pilot replicate=1.2
O=C1CC(N2CCN(Cc3ccc4c(c3)OCO4)CC2)C(=O)N1CCc1ccccc1 (configuration not stated)	-5%	-1.4%	3%	-7%	4%	11%	-1.0%	4%	-2.1%
COc1ccc(-c2nc(C#N)c(NCCN(C)C)o2)cc1	x	x	10%	-3%	x	4%	x	x	0.3%
CCC(C)(C)C(=O)O[C@H]1C[C@@H](C)C=C2C=C[C@H](C)[C@H](CC[C@@H]3C[C@@H](O)CC(=O)O3)[C@H]21	-6%	x	6%	-8%	17%	2%	0.6%	-2%	-1.6%
C=CCSc1nc(C)c(CCCC)c(=O)[nH]1	-9%	-5.8%	-13%	-7%	0%	3%	0.0%	29%	0.2%
CCn1c(=O)c(C(=O)Nn2c(C)nc3ccccc3c2=O)c(O)c2ccccc21	-1%	-4.1%	5%	-6%	4%	6%	4.0%	3%	5.3%
Cn1ncc(Cl)c1C(=O)N1CCN(S(=O)(=O)c2ccc(F)cc2)CC1	-8%	x	8%	-6%	6%	27%	-2.6%	-1%	1.3%
CS(=O)(=O)Nc1ccccc1C(=O)Nc1cccc(Cl)c1	-5%	-6.7%	1%	-5%	19%	4%	3.1%	1%	2.5%
COc1cccc(CN2CCN(Cc3nc(C(C)C)cs3)CC2CCO)c1 (configuration not stated)	-4%	-7.5%	10%	-8%	-4%	26%	-0.8%	-2%	12%
O=S(=O)(c1ccc(Cl)cc1)n1ccc(-c2cccc(OCc3c(F)cccc3Cl)c2)n1	6%	-3.3%	5%	4%	10%	2%	0.4%	3%	3.5%
Cc1noc(/C=C/N(C)C)c1S(=O)(=O)N1CCC(C(=O)Nc2ccc(Cl)cc2)CC1	-3%	x	10%	-12%	6%	15%	0.6%	2%	3.6%
O=C(Cn1cnc2cc([N+](=O)[O-])ccc2c1=O)NCc1ccccc1	-3%	-3.7%	0%	-2%	8%	3%	-2.1%	-4%	-0.6%
Fc1ccc(N2N=C(c3cccs3)CC2c2ccco2)c(F)c1 (configuration not stated)	-4%	-5.1%	9%	2%	33%	7%	0.7%	0%	-1.3%
Nc1cc(=O)[nH]c(SCc2ccc(Cl)cc2)n1	0%	-20%	5%	-4%	-4%	27%	-1.1%	0%	-0.3%
NCCOc1cnn(-c2ccccc2Cl)c(=O)c1Cl	-11%	-6.0%	5%	-12%	-17%	3%	1.4%	-4%	2.9%
CC(C)(C)c1ccccc1NC(=O)COC(=O)CN1C(=O)NC2(CCCC2)C1=O	x	x	6%	-5%	x	14%	x	x	-2.6%
COc1ccc(C(=O)NC2CC2)cc1OC1CCN(Cc2ccc(F)c(F)c2)CC1	-4%	x	11%	-4%	-6%	6%	-1.0%	10%	-0.4%
CCN(CC)S(=O)(=O)c1ccc(Cl)c(NC(=O)COc2ccccc2[N+](=O)[O-])c1	12%	0.5%	0%	-2%	17%	8%	2.9%	2%	0.5%
COc1ccc(NC(=O)CSc2nc3ccccc3c(=O)n2CCNC(C)=O)c(OC)c1	-1%	-0.2%	10%	-1%	6%	10%	-1.6%	0%	-0.2%
CC(=O)NC1=NN(C(C)=O)C(c2ccc(F)cc2)S1 (configuration not stated)	0%	-5.3%	10%	-1%	2%	-1%	-1.3%	-3%	1.2%
COCCNC(=O)c1ccc(CS(=O)(=O)c2cccc(C(F)(F)F)c2)o1	-4%	x	-1%	1%	1%	12%	0.2%	2%	2.4%
O=C(Nc1ccc(C(=O)Oc2ccccc2)c(O)c1)c1ccco1	-1%	-4.2%	14%	-14%	u	4%	0.2%	-3%	4.3%
CCn1c(N2CCN(Cc3ccc([N+](=O)[O-])cc3)CC2)nc2ccccc21	-7%	x	9%	-2%	-1%	9%	1.4%	-5%	9.2%
Cc1cc(C)c(C(=O)N2CCC(N3CCC(C(=O)NC(C)C)CC3)CC2)o1	-5%	x	4%	-1%	2%	-2%	0.8%	-3%	-0.1%
CN(CCO)c1cc(N2CCCCC2)c2nonc2c1[N+](=O)[O-]	-1%	-1.8%	3%	-5%	7%	3%	-0.5%	4%	1.0%
C=C(C)CC1(NC(C)c2ccccc2)CCCCC1 (configuration not stated)	-7%	-9.0%	4%	1%	2%	-1%	-1.2%	2%	1.2%
CCN(CC)CCn1c(NCc2ccc(C)o2)nc2ccccc21	-8%	-4.7%	8%	0%	2%	6%	4.1%	2%	0.2%
O=C(CC1OC(=O)c2ccccc21)Nc1ccccc1N1CCOCC1 (configuration not stated)	-1%	-2.7%	8%	-2%	-4%	0%	-0.4%	-1%	0.6%
CSc1nc(O)c(C(c2ccccc2)c2c(O)nc(SC)[nH]c2=O)c(=O)[nH]1	-7%	x	9%	-2%	16%	10%	0.1%	-4%	2.4%
CC(Oc1ccccc1)C(=O)N=C1SC2CS(=O)(=O)CC2N1Cc1ccccc1 (configuration not stated)	-7%	x	-6%	0%	1%	3%	-2.1%	-4%	1.1%
COc1cc2[nH]c(C(=O)N(C)Cc3ccccc3)cc2c(OC)c1OC	-1%	x	11%	3%	5%	0%	-0.3%	3%	1.3%
O=C(NC(=S)Nc1ccccc1Cl)c1ccco1	0%	x	8%	-4%	-3%	3%	-0.2%	-2%	0.5%
CCN1CCN(C(=O)c2sc3nc(C)nc(N4CCC(C)CC4)c3c2C)CC1	-5%	-1.8%	6%	-3%	3%	5%	-0.5%	-3%	0.2%
COc1cc2c(cc1OC)C(C)N(C(=O)Cn1ncc3c1-c1cc(C)ccc1OC3)CC2 (configuration not stated)	-2%	2.8%	3%	4%	-11%	15%	0.8%	2%	1.0%
O=C(N/N=C/c1cccnc1)c1ccc(NC(=O)c2ccc(F)cc2)cc1	-9%	x	5%	2%	1%	3%	1.5%	1%	1.1%
COc1ccc(/C=C(/NC(=O)c2ccco2)C(=O)Nc2cccc(C(=O)O)c2)cc1	-4%	x	5%	-8%	11%	8%	-1.0%	4%	0.9%
O=C(COc1ccc(S(=O)(=O)N2CCOCC2)cc1)N1CCc2ccccc2C1	-5%	x	4%	-10%	5%	20%	-1.1%	-6%	-0.9%
COc1ccccc1NC(=O)CC(=O)CSc1nnc(-c2ccc(C)cc2)n1C	3%	-7.0%	7%	-3%	-6%	9%	6.6%	3%	53%
COc1ccccc1C(=O)N1C(CC(=O)Nc2ccc(C)c(C)c2)C(=O)NC2CCCCC21 (configuration not stated)	-5%	x	13%	-6%	10%	8%	-0.2%	4%	0.8%
COc1ccc(OC)c(NC(=O)c2sc3nc(Cc4ccccc4)cc(C(F)(F)F)c3c2N)c1	-1%	-3.0%	11%	-8%	39%	0%	0.7%	-3%	2.6%
CC(O)[C@H]1CNC(=O)C(=O)N1CCC12CC3CC(CC(C3)C1)C2 (some centres not stated)	2%	x	6%	-4%	2%	8%	0.1%	4%	0.9%
Cc1cccc(NC(=O)CN2C(=O)COc3ccc(Cl)cc32)c1C	-8%	6.8%	3%	0%	-3%	0%	-0.9%	2%	0.4%
Cc1ccc(S(=O)(=O)n2nc(OC(=O)C(C)(C)C)cc2N)cc1	-5%	-4.2%	6%	-9%	4%	6%	-0.5%	0%	1.2%
O=C(Nc1ccncc1)Nc1ccc(F)cc1F	-3%	-8.2%	8%	-7%	6%	1%	-2.9%	-3%	0.6%
COc1cc2c(cc1OC)C(Nc1ccc(S(N)(=O)=O)cc1)=NC(C)(C)C2	-2%	-0.1%	9%	2%	6%	14%	-0.9%	7%	0.3%
Cc1cc(Cl)ccc1Oc1nc(-c2ccc(F)cc2)ccc1C#N	-4%	-2.1%	-2%	-4%	-4%	-4%	-3.5%	-2%	1.3%	NS5 inhibitors pilot replicate=3.8
COc1ccc(C)cc1NC(=O)CNCc1cccs1	-7%	x	1%	2%	-9%	22%	-1.6%	3%	6.9%
Cc1ccccc1C(=O)Nc1c(C(=O)N(CCN(C)C)Cc2ccco2)oc2ccccc12	-12%	x	4%	-1%	-3%	9%	0.9%	8%	-0.4%
Cc1noc(C)c1COC(=O)CCc1ccc(S(=O)(=O)N2CCCCC2)cc1	-8%	-0.6%	9%	4%	0%	0%	4.2%	2%	0.0%
Cc1ccc(N=Nc2c(N)nn(-c3ccccc3)c2N)cc1	1%	-2.3%	8%	-8%	-11%	8%	-2.2%	-4%	0.3%
Cc1ccc(Cn2c(Sc3ncccn3)nc3c2c(=O)[nH]c(=O)n3C)cc1	-3%	-0.3%	7%	4%	6%	-5%	1.0%	1%	4.5%
CCCCSc1nc2c(c(=O)n1CC)SC(C)C2 (configuration not stated)	-4%	-1.5%	-8%	-5%	-1%	4%	-1.9%	-4%	6.1%

Reprinted at random: two compounds from above, in no set order.
SMILES	LYP phosphatase	XIAP displacement	Rac1 GTP hydrolysis	NS5 inhibitors	AID2073	SV40 large T antigen	HIV peptide binding	Siah-1 displacement	RSV antiviral HEp-2	others
COc1cc2c(cc1OC)C(Nc1ccc(S(N)(=O)=O)cc1)=NC(C)(C)C2	-2%	-0.1%	9%	2%	6%	14%	-0.9%	7%	0.3%
Cc1cc(Cl)ccc1Oc1nc(-c2ccc(F)cc2)ccc1C#N	-4%	-2.1%	-2%	-4%	-4%	-4%	-3.5%	-2%	1.3%	NS5 inhibitors pilot replicate=3.8

3 compounds out of the list, arranged by molecular weight, highest first.
SMILES	LYP phosphatase	XIAP displacement	Rac1 GTP hydrolysis	NS5 inhibitors	AID2073	SV40 large T antigen	HIV peptide binding	Siah-1 displacement	RSV antiviral HEp-2	others
COc1cccc(CN2CCN(Cc3nc(C(C)C)cs3)CC2CCO)c1 (configuration not stated)	-4%	-7.5%	10%	-8%	-4%	26%	-0.8%	-2%	12%
CS(=O)(=O)Nc1ccccc1C(=O)Nc1cccc(Cl)c1	-5%	-6.7%	1%	-5%	19%	4%	3.1%	1%	2.5%
COc1ccc(-c2nc(C#N)c(NCCN(C)C)o2)cc1	x	x	10%	-3%	x	4%	x	x	0.3%
